VHR inh abs: blocks human VHR1 dual specificity phosphatase. recombinant VHR phosphatase, pNPP absorbance. 290,000 tested, 0.52% active. inhibition, % at 13.3 µM. P51452; in the data active = inhibition above about 50%; also: some compounds called inactive have numbers as strong as hits
Target sequence (P51452 whole entry, looked up): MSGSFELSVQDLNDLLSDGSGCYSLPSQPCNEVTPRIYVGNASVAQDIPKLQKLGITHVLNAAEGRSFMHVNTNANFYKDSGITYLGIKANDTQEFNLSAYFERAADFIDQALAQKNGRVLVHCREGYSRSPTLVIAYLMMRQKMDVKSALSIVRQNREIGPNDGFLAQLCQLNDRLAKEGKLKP
SARS 3CLpro inh: SARS-CoV 3CLpro protease inhibition; P0C6X7; recombinant SARS-CoV 3CLpro, quenched FRET peptide cleavage; inhibition, % at 6 µM; 290,000 tested, 0.14% active; AID 1706; in the data active = inhibition above about 12%
SSB-PriA inh: blocks PriA binding to SSB C-terminal tail | AlphaScreen SSBct-PriA binding, biotinylated peptide | inhibition, % at 33 µM | 430,000 tested, 0.6% active; in the data active = inhibition mostly above about 37%, no sharp cut-off; inactive = mostly below about 20%;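 also: plate controls were negative control peptide for no effect and reference peptide for full effect; strong numbers were not always called active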
Vc quorum ag: quorum light induction in luxS cqsA deficient V. cholerae | AID 588436 | V. cholerae BH1578 lux reporter, luminescence, 6 h | activation, % at 18.7 µM | 350,000 tested, 0.16% active; in the data active = activation mostly above about 9.7%, no sharp cut-off; inconclusive = no clear call, values can overlap the other calls; inactive = mostly below about 3.7%; also: not every result past the cut was called active; inactives centre near 0; reference of the scale not given here
TcdB inh: inhibitors of Clostridioides difficile toxin B glycohydrolase | P18177 | TcdB glycohydrolase enzymatic assay, plate reader | inhibition, % at 9.99 µM | 350,000 tested, 0.24% active | AID 652162; in the data active = inhibition above about 10%
PfHsp40 yeast: compounds rescuing yeast from Plasmodium falciparum HSP40 toxicity | S. cerevisiae expressing PfHsp40, growth rescue, ATP luminescence | growth rescue, % at 12.5 µM | 340,000 tested, 0.68% active; in the data active = growth rescue above about 28%, passing the limit was not always enough; inconclusive = no clear call, values can overlap the other calls;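 also: yeast W303a lacking pdr1 and pdr3 grown in galactose medium; growth measured after three days at 30 °C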
Y pestis TopoI: Y. pestis Topo-I inhibition via cleavage products; 360,000 tested, 0.064% active; Y. pestis Topo-I cleavage product accumulation, plate reader; activity, % at 10 µM; in the data active = activity above about 50%, passing the limit was not always enough; inconclusive = no clear call, values can overlap the other calls; also: inactives centre near 2
Rv3671c inh: Rv3671c (M. tuberculosis) protease inhibition. P9WHR9. inhibition, % at 5.96 µM. 320,000 tested, 0.048% active; in the data active = inhibition above about 38%;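 also: extracellular domain of Rv3671c used as enzyme; 0% = enzyme with DMSO and 100% = no enzyme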
Anthrax LF prot: inhibitors of Bacillus anthracis lethal factor protease; P15917; multiplex microsphere protease cleavage assay, LF; inhibition, % at 10 µM; 360,000 tested, 0.12% active; in the data active = inhibition above about 30%; inconclusive = no clear call, values can overlap the other calls; also: plate controls were buffer without enzyme for full effect and enzyme alone for no effect
Target sequence (P15917 whole entry, looked up): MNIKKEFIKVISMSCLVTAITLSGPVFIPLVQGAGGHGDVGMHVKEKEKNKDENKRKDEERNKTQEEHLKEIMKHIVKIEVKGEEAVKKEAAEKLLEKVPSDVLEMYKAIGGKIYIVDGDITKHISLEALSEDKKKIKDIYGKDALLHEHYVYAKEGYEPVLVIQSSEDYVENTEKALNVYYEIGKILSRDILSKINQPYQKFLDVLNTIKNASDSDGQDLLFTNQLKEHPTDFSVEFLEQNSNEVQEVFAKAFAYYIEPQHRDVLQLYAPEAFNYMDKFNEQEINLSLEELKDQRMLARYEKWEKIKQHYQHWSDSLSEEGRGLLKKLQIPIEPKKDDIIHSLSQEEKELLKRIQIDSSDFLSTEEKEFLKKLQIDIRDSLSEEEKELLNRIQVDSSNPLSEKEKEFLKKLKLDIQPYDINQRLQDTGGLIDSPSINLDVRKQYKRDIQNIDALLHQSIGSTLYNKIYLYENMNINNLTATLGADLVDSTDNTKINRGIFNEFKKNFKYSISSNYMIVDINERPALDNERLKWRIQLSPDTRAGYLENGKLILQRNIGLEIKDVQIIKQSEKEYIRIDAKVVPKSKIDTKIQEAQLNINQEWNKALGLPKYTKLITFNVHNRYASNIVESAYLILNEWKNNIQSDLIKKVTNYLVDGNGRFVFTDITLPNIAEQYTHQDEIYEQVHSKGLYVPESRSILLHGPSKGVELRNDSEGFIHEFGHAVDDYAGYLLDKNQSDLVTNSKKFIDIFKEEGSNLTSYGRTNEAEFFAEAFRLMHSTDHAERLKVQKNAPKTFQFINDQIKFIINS
MazEF act: MazEF (E. coli) toxin RNase activation; P0AE70; FAM/BHQ RNA-DNA oligo cleavage fluorescence, 5 h; activation, % at 20 µM; 350,000 tested, 0.32% active; AID 504720; in the data active = activation above about 50%
* marks the source's active call; other numbers are inactive results; i = inactive; u = inconclusive; x = not tested or not shown; & = joins results of further samples. These rows are one share of the data. The share of hits here may be higher or lower than overall.

no. | Structure | VHR inh abs | SARS 3CLpro inh | SSB-PriA inh | Vc quorum ag | TcdB inh | PfHsp40 yeast | Y pestis TopoI | Rv3671c inh | Anthrax LF prot | MazEF act
1 | COC(=O)c1ccc(Cl)c(NC(=O)CN2CCOCC2)c1 | 6 | 3 | -18 | 0.6 | x | -0.7 | -1 | 2 | -1 | -5
2 | O=C(NC1(C(F)(F)F)N=C2SCCN2C1=O)c1cccnc1 (stereo not given) | 4 | 1 | -4 | 0.4 | -0.9 | -0.7 | 12 | -4 | 0 | -7
3 | O=C(CSc1nnc(CNC(=O)c2cccs2)o1)c1ccc(Cl)cc1 | 16 | 2 | -1 | -6.0 | x | -0.5 | -10 | -7 | 0 | 2
4 | CN1CC(=O)NC1=NC(=O)C12CC3CC(CC(C3)C1)C2 | 0 | 3 | -9 | x | x | 7.7 | 3 | 4 | 1 | 6
5 | CCOC(=O)Cc1csc(NC(=O)NC2(C(F)(F)F)Oc3ccccc3O2)n1 | 0 | -3 | -23 | -1.4 | x | 2.6 | 13 | -2 | -4 | 6
6 | O=C(COC(=O)COc1cccc(F)c1)NCC1CCCCC1 | x | x | -14 | i | 2.8 | 0.4 | 0 | -3 | -11 | -14
7 | CC1(C)N([O-])C2=C(c3ccccc3C2=O)[N+](=O)C1(C)C | -21 | -5 | -2 | 1.8 | x | -0.4 | -7 | -12 | -2 | 4
8 | C=CCNc1ncnc2c1ncn2[C@H]1CN(CCc2ccccc2)C[C@@H](CO)O1 | x | x | x | i | 1.7 | x | 7 | x | -1 | x
9 | COc1ccccc1N1CCN(C(=O)c2nn(-c3ccccc3OC)c(=O)c3ccccc23)CC1 | 4 | -3 | -2 | -1.0 | x | -0.2 | 21 | x | -4 | 10
10 | OCCNc1ncnc2c1ncn2[C@H]1CN(Cc2ccncc2)C[C@@H](CO)O1 | x | x | x | i | 1.8 | x | -3 | x | -5 | x
11 | CN1C(=O)CC(N2CCC(c3nc4ccccc4s3)CC2)C1=O (stereo not given) | 4 | -3 | 1 | 7.7 | x | -0.2 | -5 | -3 | 1 | 3
12 | COc1ccc(CCN(C)C(=O)c2ccc(OCC(=O)N3CCOCC3)c(OC)c2)cc1OC | 18 | -6 | 4 | i | -0.1 | -0.7 | -6 | 0 | 5 | 3
13 | CCn1c(SCc2nc3ccccc3s2)nnc1-c1cccs1 | 8 | 2 | -4 | -0.5 | x | 0.3 | 23 | -7 | 13 | 0
14 | COc1cc2cc(C(=O)N3CCN(Cc4ccc5c(c4)OCO5)CC3)[nH]c2cc1OC | 9 | 0 | -8 | -0.1 | -1.4 | 0.0 | -12 | 5 | 2 | 2
15 | Cn1c(=O)oc2cc(S(=O)(=O)N3CCOCC3)ccc21 | 7 | 6 | -12 | i | x | -0.2 | -4 | 10 | -4 | 8
16 | Cc1c(N=C2NN=C(c3c[nH]c4ccccc34)CS2)c(=O)n(-c2ccccc2)n1C | 44 | -4 | 24 | i | 0.1 | 1.3 | 2 | -3 | 14 | 6
17 | C=CCn1c(Sc2nnc(C)s2)nc2c1c(=O)[nH]c(=O)n2C | 32 | -4 | -8 | -0.6 | x | -1.8 | 3 | -2 | 11 | 9
18 | O=C(O)C1CC(c2ccccc2F)=NO1 (stereo not given) | -12 | -3 | -8 | -1.0 | x | -1.1 | 7 | 2 | 1 | 4
19 | COc1ccccc1-c1nnc2n1N=C(C(C)(C)C)CS2 | 7 | -5 | -6 | i | x | -1.0 | 0 | -6 | 6 | -4
20 | Cc1ccc(NC(=O)CSc2nnc(/N=C/N(C)C)s2)cc1 | 2 | -5 | x | i | -0.1 | 1.9 | 7 | 5 | -2 | -18
21 | COc1ccc(CNC(=O)C2(c3ccc(Cl)cc3)CC2)cc1 | -15 | -1 | -24 | -0.2 | x | 1.5 | 8 | -4 | -3 | 5
22 | COc1ccc(S(=O)(=O)N(C)c2nc3ccccc3n3c(CC(C)C)nnc23)cc1 | 13 | 1 | -6 | -0.2 | 0.6 | -0.4 | -7 | -8 | -2 | -5
23 | c1ccc2c(c1)CC(CN1CCNCC1)O2 (stereo not given) | 28 | 0 | 7 | -0.4 | 0.5 | -0.4 | -12 | x | -7 | 12
24 | COc1cc(OC)c2c(-c3cccc(-c4cccc(C)c4)c3)cc(=O)oc2c1 | x | x | -1 | i | 2.3 | -1.1 | 2 | x | 1 | -2
25 | O=C(Nc1ccc2c(c1)CCC2)c1ccc(Br)o1 | 30 | -7 | -5 | i | x | 0.9 | 9 | -1 | -1 | -1
26 | Cc1ccc(N(C)/N=C/c2ccc(Cl)cc2Cl)nn1 | -8 | 5 | x | -0.6 | -0.3 | -1.6 | 6 | 2 | 4 | 6
27 | COc1ccc2c(=O)c3c(=O)n(CCc4ccccc4)c(C)nc3oc2c1 | x | x | -14 | i | 0.1 | -0.6 | -1 | x | 5 | -10
28 | Cc1cc(OCC(=O)Nc2ccccc2F)nc(C(C)C)n1 | 1 | 1 | -2 | i | x | -0.5 | -9 | -6 | -2 | -1
29 | CCCOc1nc2ccccc2cc1/C=C/C(=O)O | 7 | 0 | -8 | -0.9 | -1.1 | -1.2 | 17 | -1 | 0 | 3
30 | CC(=O)c1c(C)[nH]c(C(=O)OCC(=O)Nc2cc(S(=O)(=O)N3CCCC3)ccc2Cl)c1C | -8 | -3 | -10 | i | x | 1.0 | 13 | -12 | -3 | 19
31 | O=C(CN1C(=O)c2ccc([N+](=O)[O-])cc2C1=O)Nc1nnc(C2CC2)s1 | x | x | -4 | i | 1.1 | -0.3 | -4 | 6 | -12 | 8
32 | CCOC(=O)C(=NCCOC)NNc1cc(Cl)ccc1Cl | -9 | 2 | 7 | -0.6 | 0.4 | -0.3 | -5 | -17 | -1 | -8
33 | c1ccc2c(c1)OCC(CNc1ncnc3nc[nH]c13)O2 (stereo not given) | -14 | 1 | 1&-12 | -0.2 | 0.2 | -0.2 | 2 | -2 | -1 | 6
34 | CC(=Nc1ccc(O)cc1)c1sc2ccccc2c1O | 3 | 2 | -2 | -0.6 | x | 1.7 | -3 | 0 | -3 | 12
35 | CCN(CC)S(=O)(=O)c1ccc(C(=O)NCC(=O)N/N=C/c2ccccc2OC)cc1 | 0 | 4 | x | i | -0.2 | 0.0 | 13 | -4 | -5 | 1
36 | O=C(Nc1ccc(Cl)c(Cl)c1)c1ccc(Cn2c(=O)[nH]c3ccsc3c2=O)cc1 | 15 | 1 | 0 | -0.1 | 0.4 | 0.7 | 2 | -125 | 0 | -18
37 | COC(=O)[C@H](CCSC)NC(=O)Nc1ccc(C(C)C)cc1 | 10 | 1 | -10 | -1.0 | x | -0.1 | -6 | 7 | -11 | -3
38 | Nc1ccccc1SC1CC(=O)N(c2ccccc2Cl)C1=O (stereo not given) | 23 | 3 | -15 | -0.6 | -0.2 | 1.9 | -4 | 8 | -3 | 1
39 | CC(C)CCNC(=O)c1nnc(Cc2ccc(Cl)cc2)o1 | -4 | -1 | -22 | x | -0.1 | -0.2 | -7 | -3 | -4 | 6
40 | Cc1cc(C=O)c(C)n1C1CCCCC1 | -12 | -1 | 2 | 1.4 | x | 0.7 | 0 | 0 | -1 | 4
41 | CC(=O)Nc1ccc(NC(=O)CSc2nnc(NC(=O)C3CC3)s2)cc1 | -17 | 0 | -2 | -0.3 | 0.8 | -1.3 | 2 | -1 | 3 | 4
42 | CNC(=O)c1cc(S(=O)(=O)NCc2ccncc2)ccc1OC | 18 | 5 | -26 | i | 0.2 | 0.6 | -4 | 2 | 1 | -4
43 | CCC(C)/C(C)=N/Nc1ccc(S(N)(=O)=O)cc1[N+](=O)[O-] (stereo not given) | 17 | 4 | x | -2.3 | 0.2 | -0.8 | 13 | -11 | -1 | 9
44 | CCN(C(=O)CSc1nnc(-c2ccc3c(c2)OCO3)o1)C1CCS(=O)(=O)C1 (stereo not given) | x | x | 2 | -0.3 | -0.3 | -1.9 | -2 | 0 | x | 5
45 | NC(=O)NOCc1ccccc1 | -5 | -6 | -1 | i | 0.8 | -1.1 | 3 | 6 | -4 | 3
46 | CCN(CC(=O)Nc1c(F)cccc1F)C(=O)C1CCN(C(=O)c2ccc(F)cc2)CC1 | x | x | -15 | -1.4 | 0.9 | -0.3 | -3 | 7 | -1 | -5
47 | CCN(Cc1ccncc1)Cc1ccc(OC)c(OC)c1 | 13 | 5 | -10 | -0.3 | 0.9 | -0.5 | -15 | 15 | 7 | 18
48 | COC(=O)C1=C(c2ccc3ccccc3c2)C[C@@H]2CC[C@H]1N2C(=O)NC1CCCCC1 | x | x | -24 | 0.6 | x | 11 | 3 | -9 | 2 | -3
49 | Cc1cc(Cl)ccc1NC(=S)NC1CCCC1 | 9 | -2 | -19 | -0.3 | -2.6 | -0.2 | 0 | -1 | 8 | 1
50 | CCc1sc(C(=O)N2CCN(C(=O)c3ccccc3)CC2)cc1C | x | x | -9 | i | 1.9 | 1.9 | 9 | 4 | x | 1

Later entries:
no. | Structure | VHR inh abs | SARS 3CLpro inh | SSB-PriA inh | Vc quorum ag | TcdB inh | PfHsp40 yeast | Y pestis TopoI | Rv3671c inh | Anthrax LF prot | MazEF act
51 | Cc1cccc(NC(=O)CCNS(=O)(=O)c2ccc(Cl)cc2)c1 | 22 | 7 | 0 | i | 0.4 | -1.3 | 1 | 5 | 0 | 7
52 | Oc1ccc(CNc2ccccc2O)cc1 | 33 | -2 | 21 | -0.3 | x | u | -24 | 4 | 2 | 6
53 | COc1ccc(N=C2SC(CC(=O)Nc3ccc(F)cc3)C(=O)N2Cc2ccco2)cc1 (stereo not given) | 3 | 2 | 0 | i | x | 3.7 | 3 | -17 | -1 | 0
54 | CCC(=O)N(CCc1ccccc1C)Cc1cc2ccc(C)cc2[nH]c1=O | 0 | -1 | -19 | i | 2.4 | -2.0 | 10 | -6 | x | 7
55 | CN1C(=O)c2cccc3c(S(=O)(=O)N(C)C)ccc1c23 | -14 | -3 | -14 | -1.7 | -0.1 | 0.4 | 3 | -15 | 5 | 10
56 | O=C(NNC(=O)c1sc2ccccc2c1Cl)Nc1ccc(Cl)cc1 | 10 | 2 | -9 | x | 1.6 | 0.2 | -5 | -17 | -1 | -22
57 | CCN(CC)CCOC(=O)c1ccc(NC(=O)CSc2nnc(-c3cccs3)n2CC)cc1 | x | x | 11 | -0.5 | -0.1 | 0.7 | 11 | x | -1 | 0
58 | COc1ccc(CNC(=O)CSc2n[nH]c(N)n2)cc1 | -14 | 0 | -1 | -0.4 | 0.6 | -0.7 | 1 | 4 | 0 | -5
59 | Cc1cccc(NC(=O)c2sc(C)nc2C)c1 | 22 | -3 | -10 | -0.2 | x | -0.4 | 1 | 5 | -3 | 2
60 | Cc1ccc(Cl)cc1-c1cc(C(=O)NCc2cc(C(F)(F)F)cc(C(F)(F)F)c2)[nH]n1 | x | x | x | i | -1.9 | x | -3 | x | -2 | x
61 | O=C(NC1CCN(Cc2ccccc2)CC1)C1CCN(S(=O)(=O)c2ccc(Cl)cc2)CC1 | -9 | -6 | -14 | -0.2 | 1.6 | 0.4 | 10 | 4 | 4 | -5
62 | CC(C)C(NC(=O)c1cccnc1)C(=O)O (stereo not given) | 16 | 1 | -3 | -0.1 | 0.1 | -1.3 | -9 | -3 | 5 | 2
63 | COc1ccc(NC(=O)COC(=O)c2cc(OC)c(OC)c(OC)c2)c([N+](=O)[O-])c1 | 1 | 4 | -14 | 0.7 | 1.1 | 0.4 | 5 | 0 | -2 | 0
64 | Cc1nnc2n1N=CC=C(c1ccccc1)S2 | -8 | 0 | -2 | i | 1.4 | 0.4 | 0 | 7 | 5 | 2
65 | CC1CCC2(CC1)NC(=O)N(NC(=O)CCc1c[nH]c3ccccc13)C2=O (stereo not given) | x | x | 5 | i | 1.6 | -0.3 | -17 | x | u | 2

From PubChem
